# Screens (PubChem)
# Dynein transport – blocks dynein driven cargo transport along microtubules; 3617.4 mouse cells, GR-EGFP nuclear translocation imaging; test concentration mostly 20 µM; stimulated with dexamethasone, 1 µM; hits give low values; z-score, hits read low; 220,000 tested, 0.47% active; AID 1381;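 active = plate z-score of nuclear minus cytoplasmic receptor signal below a set negative limit, without overly bright fluorescence or cell loss, cut at about -3.5 in these data, passing the limit was not always enough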;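 note: z-score of nuclear minus cytoplasmic ring GR-EGFP intensity difference per well; some compounds called inactive have numbers as strong as hits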
#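 Also added: dexamethasone, 1.0 µM final. Medium: tet-free, stripped-serum medium. Detection: fixed, Hoechst-stained cells imaged at 10x for EGFP. Read-out: nuclear-to-cytoplasmic GR-EGFP distribution per well. Times: induction 48 h, compound 1 h, agonist 30 min.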
# M17LAP inhibition – P. falciparum M17LAP inhibitors, primary screen, biochemical, fluorogenic H-Leu-NHMec substrate, 1536-well (AID 1619). recombinant M17LAP, H-Leu-NHMec fluorogenic kinetic assay; higher % means a stronger effect. one-dose inhibition, % at 30 µM; IC50 in µM for titrated hits. 220,000 tested, 0.38% active;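 active = compound inhibiting the enzyme by more than half at any dose during confirmatory dose-response retesting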;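 note: plate controls were full reaction with DMSO carrier for no effect and no enzyme background for full effect; strong numbers were not always called active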
# NOD1 inhibition – NOD1 signaling inhibitors, primary screen, cell-based, luminescence, uHTS (AID 1578). NOD1-driven NF-kB luciferase reporter cells, luminescence; higher % means a stronger effect. one-dose inhibition, % at 4 µM; EC50 in µM for titrated hits. 290,000 tested, 1% active; in the data active = inhibition mostly above about 36%, no sharp cut-off; inactive = mostly below about 34%;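 note: HEK-293T reporter cells stimulated with the NOD1 agonist gamma-tri-DAP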
# KOR beta-arrestin-1 – kappa opioid receptor activators – cell-based, luminescence, uHTS, primary screen (AID 1777). KOR beta-arrestin recruitment, luminescence; higher % means a stronger effect. activation, % at 10 µM, or EC50 in µM where a hit was titrated. 280,000 tested, 0.02% active; in the data active = activation above about 50%, passing the limit was not always enough; note: a part of the inactive calls stands beside numbers as strong as those of hits
# HEK293 NOD2/NF-kB – NOD2 signaling inhibitors, cell-based, luminescence, uHTS, HEK293 (AID 1566); HEK293 NOD2/NF-kB luciferase reporter, luminescence; higher % means a stronger effect; inhibition, % at 4 µM, or EC50 in µM where a hit was titrated; 290,000 tested, 0.63% active; note: many of its hits are not listed in these tables
# P. falciparum M1AAP – P. falciparum M1AAP inhibitors, biochemical, fluorogenic H-Leu-NHMec substrate, 1536-well (AID 1445); recombinant M1AAP, H-Leu-NHMec fluorogenic kinetic assay; higher % means a stronger effect; one-dose inhibition, % at 30 µM; IC50 in µM for titrated hits; 220,000 tested, 0.42% active;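 active = primary inhibition above the hit cutoff, then over 50% inhibition at one or more dose response concentrations, cut at about 23% in these data, passing the limit was not always enough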;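 note: plate controls were DMSO full reaction for no effect and no enzyme background for full effect; strong numbers were not always called active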
# GPR55 beta-arrestin – selective activators of receptor GPR55 – imaging, U2OS cells, beta-arrestin-GFP redistribution, primary screen (AID 1961); U2OS GPR55 beta-arrestin-GFP redistribution imaging; higher % means a stronger effect; 290,000 tested, 0.048% active; activation, % at 10 µM; hits with a dose series show EC50 in µM;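 active = activation above 40% with more than 50 cells counted in the well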;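 note: U2OS osteosarcoma cells stably expressing GPR55 and beta-arrestin-GFP; plate controls were DMSO negative control for no effect and LPI positive control for full effect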
# AID2073 – inhibitors of Mint1-CaV2.2 protein interaction, biochemical, HTRF (AID 2073) | HTRF protein-protein interaction, Mint1-CaV2.2; higher % means a stronger effect | inhibition, % at 20 µM; hits with a dose series show IC50 in µM | 290,000 tested, 0.19% active; in the data active = inhibition mostly above about 51%, no sharp cut-off; note: some results filed as inactive read as strong as hits
# KOR beta-arrestin-2 – kappa opioid receptor blockers – cell-based, luminescence, uHTS (AID 1778) | KOR beta-arrestin recruitment, luminescence, antagonist mode; higher % means a stronger effect | inhibition, % at 10 µM; hits with a dose series show IC50 in µM | 290,000 tested, 0.091% active; note: strong numbers were not always called active
# Dynein transport cytoplasmic EGFP – recorded beside Dynein transport, whose call it bears; z-score; measured here: cytoplasmic GR-EGFP intensity; hits give high values
# Dynein transport nuclear GR-EGFP – second read-out of Dynein transport, no call of its own (marks repeat the call); z-score; measured here: nuclear GR-EGFP intensity;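 lower value marks the stronger effect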
# Dynein transport cell count – also measured in Dynein transport; calls as there; z-score; measured here: cell count per field
# An asterisk follows results filed as active; x = no result given; [ ] = another dose, or the depositor's remark. Cut-off read from the data, not from the text of the source, unless noted: active = inhibition above about 50%; inactive = the rest.
SMILES,Dynein transport,Dynein transport cytoplasmic EGFP,Dynein transport nuclear GR-EGFP,Dynein transport cell count,M17LAP inhibition,NOD1 inhibition,KOR beta-arrestin-1,HEK293 NOD2/NF-kB,P. falciparum M1AAP,GPR55 beta-arrestin,AID2073,KOR beta-arrestin-2
CCCCNC(=S)N1CCN(c2ccc(C(C)=O)cc2)CC1,-0.46,-0.23,0.57,-0.46,4%,4%,2.0%,9%,8%,0.0%,-15%,-4%
CCC(C)(C)n1nnnc1C(c1ccc(OC)c(OC)c1)N1CCN(C(=O)c2ccco2)CC1 (centres undefined),x,x,x,x,x,-11%,3.8%,0%,x,-0.2%,-13%,-34%
COc1cccc(OC)c1C(=O)NC(=S)Nc1cccc(NC(=O)c2ccco2)c1,0.9,-0.25,0.47,-0.054,27%,-20%,-5.1%,12%,5%,1.5%,17%,3%
CCCNC(=O)CSc1nccn1Cc1ccc(OC)cc1,0.054,-0.3,0.15,0.14,0%,-26%,-0.9%,13%,0%,0.8%,3%,-1%
O=C(Cc1n[nH]c(=O)c2ccccc12)OCc1c(Cl)cccc1Cl,2.1,-0.12,0.82,-1.7,5%,10%,9.2%,-55%,-2%,-0.1%,18%,-9%
C/C(Cc1ccccc1)=N\NC(=O)CNC(=O)c1ccc(F)cc1,x,x,x,x,x,-22%,0.5%,-10%,x,0.2%,-3%,-33%
N#CC1=C(N)N(c2ncn[nH]2)C2=C(C(=O)CCC2)C1c1ccccc1 (centres undefined),0.036,-0.088,-0.088,0.26,20%,-38%,-1.5%,10%,12%,-0.2%,-4%,1%
Cc1ccc(C(=O)C2=C(O)C(=O)N(c3ncccn3)C2c2ccc(Cl)cc2)o1 (centres undefined),-0.59,-0.26,-0.46,0.9,30%,-35%,5.4%,-12%,7%,0.0%,7%,-27%
Fc1ccc(Cn2nnc(-c3ccc(Cl)cc3)n2)cc1,x,x,x,x,x,-2%,1.6%,-12%,x,-0.1%,2%,-6%
Cc1cc(C)c(C#N)c(N2CCN(Cc3ccc4c(c3)OCO4)CC2)n1,-0.4,-0.37,0.098,0.55,8%,-23%,1.5%,3%,19%,-0.1%,2%,17%
Cc1c(C(c2cccs2)c2c(C)n(C)n(-c3ccccc3)c2=O)c(=O)n(-c2ccccc2)n1C,0.74,0.26,0.51,-1.1,-2%,-3%,3.1%,-6%,1%,0.2%,12%,6%
O=C(COc1ccc(F)cc1)N(Cc1cccs1)C1CCS(=O)(=O)C1 (centres undefined),x,x,x,x,x,10%,-5.5%,16%,x,1.4%,5%,0%[20 µM]
C=CCNC(=S)N/N=C/c1ccc(C)c([N+](=O)[O-])c1,1.5,-0.29,1.1,-1.2,7%,-13%,-1.2%,-9%,0%,0.5%,11%,20%
CC(C)Cn1c(N)c(C(=O)COC(=O)c2cc(C(F)(F)F)nc3ccccc23)c(=O)n(C)c1=O,0.54,-0.27,0.63,0.23,-14%,-32%,-2.5%,4%,1%,0.2%,2%,-25%
CCOC(=O)N=Nc1c(O)n(CC)c2ccccc12,-1.1,-0.31,-0.88,1.3,1%,-16%,5.0%,20%,3%,0.1%,-1%,15%
COc1ccc(OC)c(S(=O)(=O)N2CCN(C(=O)c3ccco3)CC2)c1,x,x,x,x,x,-25%,0.5%,13%,x,-0.2%,-4%,-11%
CC(=O)Nc1ccccc1C(=O)N1CCc2ccccc21,-0.68,-0.31,-0.095,0.45,-4%,11%,17%,-6%,3%,0.2%,0%,18%
CC(=O)OCC(OC(C)=O)C(OC(C)=O)C(OC(C)=O)C(=O)Nc1ccccc1C (centres undefined),0.74,-0.19,0.95,-1.8,-7%,-17%,0.4%,-4%,-6%,-0.2%,0%,-20%
O=C(CSC(=S)N1CCCCC1)Nc1nc(-c2ccccc2)c(-c2ccccc2)o1,0.18,-0.2,-0.053,0.2,4%,10%,1.2%,2%,9%,0.3%,5%,18%
Cc1ccc(NC(=O)CN2C(=O)COc3ccc(S(=O)(=O)N4CCOCC4)cc32)cc1N(C)C,x,x,x,x,x,-3%,-5.0%,13%,x,0.7%,0%,-8%
CCN(CC)CCOC(=O)c1ccc(N/C=C(/C#N)c2nc(-c3ccc(OC)cc3)cs2)cc1,-0.77,-0.032,0.073,0.4,3%,1%,-2.0%,12%,4%,-0.1%,15%,32%
Nc1nnc(CCCCCCCCCCc2nnc(N)s2)s1,-0.74,-0.39,-0.36,1.6,4%,-26%,-3.9%,-3%,4%,-0.2%,22%,6%[20 µM]
O=C(N/N=C\c1ccc(OC(=O)c2cccs2)cc1)c1ccc(Cl)cc1,-0.4,-0.25,-0.45,0.5,-10%,0%,0.9%,-32%,4%,-0.2%,26%,-1%
COc1cc(NC(=O)C2CCCO2)c(OC)cc1Cl (centres undefined),-0.16,-0.23,-0.067,0.47,-7%,-26%,-4.9%,-2%,6%,0.6%,-6%,-1%
COc1ccc(-c2nnc(NC(=O)c3ccccc3[N+](=O)[O-])s2)c(OC)c1,x,x,x,x,x,-1%,-6.6%,18%,x,0.0%,5%,-29%[20 µM]
O=C(Nc1nc2ccccc2s1)c1ccc2c(c1)OCO2,-0.96,-0.3,-0.71,0.59,1%,-2%,-1.3%,-157%,4%,0.2%,0%,8%
Nc1nonc1-n1nnc(C(=O)N/N=C/c2ccccc2)c1CSc1ccccc1,0.49,-0.25,1.3,-0.69,16%,8%,3.7%,12%,-2%,-0.1%,6%,-21%
CCn1nc(C)cc1C(=O)N1CCCC(N2CCN(c3ccccc3OC)CC2)C1 (centres undefined),x,x,x,x,x,-1%,-2.1%,10%,x,0.2%,12%,1%
COc1ccccc1C(C)NCC(=O)NCC(=O)Nc1ccc(F)c(F)c1F (centres undefined),-1.1,-0.16,-0.44,-0.13,0%,-15%,0.7%,1%,7%,-0.2%,6%,-16%
CCCCCN(C(=O)NC(=O)Nc1ccccc1C)S(C)(=O)=O,-0.62,0.064,-0.075,0.37,3%,-22%,6.5%,-6%,11%,-0.3%,6%,-26%
CC(=O)N1CCN(C(=O)CCC(=O)O)CC1,-0.18,-0.26,0.44,-0.11,4%,-14%,2.7%,-1%,-6%,-0.1%,11%,10%
O=C(CS(=O)(=O)Cc1ccccc1)N1CCN(c2cccc(C(F)(F)F)c2)CC1,0.16,-0.24,0.15,0.34,1%,-23%,-3.4%,-16%,105µM*,-0.1%,2%,41%
C=CCn1c(SCC(=O)Nc2cccc(OC)c2)nnc1-c1cccnc1,-0.3,-0.22,0.087,-0.002,7%,-3%,-1.8%,0%,5%,0.2%,-6%,-57%
CSc1ccc(CCNS(=O)(=O)c2c(C)[nH]c(C)c2C(=O)N2CCCCC2)cc1,x,x,x,x,x,-37%,-3.6%,-12%,x,-0.3%,2%,-11%
COc1ccccc1C(=O)Oc1cc(N)n(S(=O)(=O)c2ccc(C)cc2)n1,0.38,-0.34,0.35,0.75,-3%,-4%,2.9%,3%,100µM*,-0.2%,-24%,-16%
O=C(CSCc1ccccc1)NCCCN1CCOCC1,-0.29,-0.24,0.063,0.055,-13%,-44%,-4.0%,9%,-1%,0.2%,4%,-9%
Cc1ccccc1CNC(=O)CCCn1ncn2c(cc3occc32)c1=O,x,x,x,x,x,-38%,-1.7%,-9%,x,0.1%,14%,12%
COCCNc1nc(N)c([N+](=O)[O-])c(NC2CCCCC2)n1,x,x,x,x,x,-15%,-4.9%,9%,x,0.4%,21%,-13%
O=C(CSc1nc(O)cc(=O)n1-c1ccccc1)N1CCCCC1,0.3,-0.29,0.35,0.92,14%,-19%,2.5%,20%,2%,-0.1%,-8%,11%
COc1ccc(CCNC(=O)CN2C(=O)CSc3ccc(S(=O)(=O)N4CCOCC4)cc32)cc1OC,x,x,x,x,x,15%,2.5%,14%,x,0.3%,2%,2%

# Three entries drawn at random from the list so far, as already listed:
SMILES,Dynein transport,Dynein transport cytoplasmic EGFP,Dynein transport nuclear GR-EGFP,Dynein transport cell count,M17LAP inhibition,NOD1 inhibition,KOR beta-arrestin-1,HEK293 NOD2/NF-kB,P. falciparum M1AAP,GPR55 beta-arrestin,AID2073,KOR beta-arrestin-2
CSc1ccc(CCNS(=O)(=O)c2c(C)[nH]c(C)c2C(=O)N2CCCCC2)cc1,x,x,x,x,x,-37%,-3.6%,-12%,x,-0.3%,2%,-11%
CCCCCN(C(=O)NC(=O)Nc1ccccc1C)S(C)(=O)=O,-0.62,0.064,-0.075,0.37,3%,-22%,6.5%,-6%,11%,-0.3%,6%,-26%
COc1ccccc1C(C)NCC(=O)NCC(=O)Nc1ccc(F)c(F)c1F (centres undefined),-1.1,-0.16,-0.44,-0.13,0%,-15%,0.7%,1%,7%,-0.2%,6%,-16%

# (more compounds)
SMILES,Dynein transport,Dynein transport cytoplasmic EGFP,Dynein transport nuclear GR-EGFP,Dynein transport cell count,M17LAP inhibition,NOD1 inhibition,KOR beta-arrestin-1,HEK293 NOD2/NF-kB,P. falciparum M1AAP,GPR55 beta-arrestin,AID2073,KOR beta-arrestin-2
O=C(O)c1cc(Nc2nc(N3CCOCC3)nc(N3CCOCC3)n2)ccc1Cl,0.91,-0.23,0.39,1.1,-12%,-22%,-2.6%,9%,1%,-0.3%,-8%,-11%
Cc1ccc(-n2nnnc2-c2cnc(-c3cccnc3)nc2C(F)(F)F)cc1,-0.52,-0.11,0.049,0.084,-4%,8%,-2.1%,18%,0%,0.5%,-4%,-42%
O=C(NC(=S)N1CCN(c2c(Cl)cccc2[N+](=O)[O-])CC1)c1cccs1,0.22,-0.19,-0.031,-0.79,-2%,20%,-8.1%,-7%,0%,-0.4%,-6%,22%
O=C(Nc1cc(S(=O)(=O)N2CCOCC2)ccc1Cl)C(=O)c1c(-c2ccccc2)cc2ccccn12,-0.64,-0.24,-0.38,0.97,-1%,-9%,-7.9%,4%,-2%,-0.2%,8%,-32%
O=C(/C=C/NCc1cccnc1)c1ccc(-c2ccccc2)cc1,x,x,x,x,x,1%,-1.4%,0%,x,0.0%,8%,6%
Cc1c(N/N=C(\C#N)C(=O)c2ccccc2)c(=O)n(-c2ccccc2)n1C,0.51,-0.16,0.4,-0.24,25%,-29%,-6.8%,-7%,-8%,0.1%,4%,12%
Cc1c(Br)c([N+](=O)[O-])nn1CCCC(=O)Nc1sc2c(c1C(N)=O)CCC(C)C2 (centres undefined),-0.37,-0.21,0.11,0.21,8%,-19%,4.4%,12%,3%,-0.3%,6%,4%
O=C(/C=C/c1ccc(Cl)c([N+](=O)[O-])c1)Nc1cccc(NC(=O)c2ccco2)c1,0.23,-0.16,0.22,-0.082,19%,19%,3.0%,11%,2%,-0.3%,6%,0%
O=C(Nc1ccc2c(c1)nc1n2CCN(C2CCCCC2)C1)c1ccco1,-0.93,-0.23,0.087,0.16,0%,-12%,x,-8%,11%,-0.1%,57%*,x

# The list is partial; count on the stated rates, not on these rows.
